N370S GC mod = qHTS Assay for Inhibitors and Activators of N370S glucocerebrosidase as a Potential Chaperone Treatment of Gaucher Disease; Lysosomal acid glucosylceramidase (Homo sapiens), P04062; Potency, µM (top dose mostly 59.4 µM), for inactives: top-dose activity change, negative = inhibition, most hits filed as inhibitors; N370S GC spleen homogenate, 4MU-glucoside fluorescence; AID 2101, 2009; 330,000 tested, 0.092% active;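 also: 0% = full enzyme activity and -100% = no enzyme basal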
DT40 TDP1 no CPT = qHTS for Inhibitors of human tyrosyl-DNA phosphodiesterase 1 (TDP1): qHTS in cells in absence of CPT. Potency, µM (titrated, usually from 46.2 µM), for inactives: at the top dose activity change, negative = growth inhibition, hits mostly inhibitors. DT40 Tdp1-/- hTDP1 cells, no CPT, ATP luminescence, 48 h. 420,000 tested, 15% active; also: nearly all actives have a fitted effect of over 55% in size
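Growth of hTDP1-complemented DT40 Tdp1-knockout cells is measured by ATP luminescence after at least 48 hr compound exposure at 37 °C, with DMSO substituting for the 20 nM CPT used in the parallel screen.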
TDP1 inh = qHTS Assay for Inhibitors of Tyrosyl-DNA Phosphodiesterase (TDP1); Tyrosyl-DNA phosphodiesterase 1 (Homo sapiens), Q9NUW8; recombinant TDP1, AlphaScreen DNA substrate cleavage; Potency, µM (doses to about 130 µM), inactives show top-dose activity change, negative = inhibition, actives largely listed as inhibitors; 350,000 tested, 0.28% active; also: nearly all actives have a fitted effect of over 40% in size
Target sequence (Q9NUW8 whole entry, looked up): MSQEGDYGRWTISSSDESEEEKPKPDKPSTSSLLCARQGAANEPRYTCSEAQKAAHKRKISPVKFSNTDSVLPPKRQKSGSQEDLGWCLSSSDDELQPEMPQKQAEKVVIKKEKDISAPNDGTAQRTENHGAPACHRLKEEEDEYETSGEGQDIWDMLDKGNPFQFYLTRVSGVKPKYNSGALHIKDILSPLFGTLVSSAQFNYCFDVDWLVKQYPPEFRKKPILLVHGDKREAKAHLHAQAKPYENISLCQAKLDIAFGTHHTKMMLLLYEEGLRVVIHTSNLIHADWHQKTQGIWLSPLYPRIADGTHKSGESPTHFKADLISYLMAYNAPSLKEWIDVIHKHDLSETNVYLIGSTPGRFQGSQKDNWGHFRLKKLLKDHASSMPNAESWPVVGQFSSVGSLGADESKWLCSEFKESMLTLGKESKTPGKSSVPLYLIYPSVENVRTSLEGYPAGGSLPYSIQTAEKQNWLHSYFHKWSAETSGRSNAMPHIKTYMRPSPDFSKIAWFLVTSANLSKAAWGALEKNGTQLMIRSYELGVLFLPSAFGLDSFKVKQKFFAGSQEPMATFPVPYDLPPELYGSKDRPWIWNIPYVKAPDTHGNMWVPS
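Here, a 5' biotin and 3' phosphotyrosine-FITC DNA oligonucleotide reports Tdp1 activity: intact substrate bridges AlphaScreen beads, while cleavage leaves a 3' phosphate and drops signal. All incubations at room temperature.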
Starred values were filed as active, the others as inactive; ? = inconclusive; . = no result given; & = joins results of further samples; [ ] = another dose, or the depositor's remark. Calls follow the shape of the dose curve; as a rule, active = well fitted curve in the direction sought with a large enough effect; inconclusive = small, poorly fitted or top-dose-only effect, or another doubt; inactive = no such curve, though single readings can be large; an effect the other way counts as inactive or inconclusive. Unless noted, % is scaled to controls: 0 for no effect and ±100 for the full control effect; potency is read from the fitted curve at half-maximal effect. An excerpt (hit frequency here may not be typical).

Below each compound: N370S GC mod, DT40 TDP1 no CPT, TDP1 inh
COc1ccccc1NC(=O)N1CCCC1C(=O)Nc1nnc(C(C)C)s1 (stereo not given)
    6%, 5%, -2%
OCC1C2c3ccccc3C(c3ccccc32)C1CO (stereo not given)
    -3%, ?, 0%
COc1cccc(-c2nc(CS(=O)(=O)CC(=O)NCCc3ccc(OC)c(OC)c3)c(C)o2)c1
    -1%, ?, 5%&3%
CC(C)N(C)C1CCN(C(=O)Nc2ccc(Cl)c(Cl)c2)CC1
    -5%, ?, 2%
CCC(C)NS(=O)(=O)c1ccc(NS(=O)(=O)c2ccc(F)cc2)cc1 (stereo not given)
    -7%, -14%, 4%
CCc1ccc(CCC(=O)Nc2nnc(CC)s2)o1
    -11%, -7%, 3%
CCn1nccc1C(=O)Nc1cccc(C)c1C
    -14%, 5%, .
N[C@H](C(=O)O)[C@H](O)C(=O)O
    0%&5%&10%, -13%&0%, 9%[56.1 µM]
COCC(C)n1c(C)cc(C(=O)COC(=O)/C=C/c2cccc(F)c2)c1C (stereo not given)
    9%, ?, 10%
COc1ccccc1C(=O)Nc1ccc(Cc2ccncc2)cc1
    7%, 21µM*, 5%
N#CC1=C(N)C(C#N)(C#N)C(c2ccncc2)C2CN(C(=O)OCc3ccccc3)CC=C12 (stereo not given)
    8%, 16µM*, 2%
CC(=O)c1sc(N/N=C\c2ccccc2O)nc1C
    -11%, 0.92µM*, -8%
CSCCC(=O)NC1CC(C)(C)Cc2c1cnn2-c1ccccc1C (stereo not given)
    11%, -12%, .
COc1cccc(CNC(=O)CS(=O)(=O)Cc2nc(-c3ccc(C)cc3)oc2C)c1OC
    3%, -18%, .
O=C(CCc1ccccc1)NNC(=O)Nc1cccc(Cl)c1
    2%, 0%, 3%[56.1 µM]
COc1ccc(Cl)cc1NC(=O)COC(=O)Cc1cccs1
    -2%, -1%, -7%
O=C(NNC1=C(C(=O)C(F)(F)F)CCC1)c1ccc(Br)cc1
    -14%, 16µM*, 9%
Cc1ccc(S(=O)(=O)Cn2nnnc2C(c2ccc(F)cc2)N2CCC(C(N)=O)CC2)cc1 (stereo not given)
    -7%, 2%, 1%
Cc1ccc(OCCNC(=O)CCC(=O)N2CCOCC2)cc1
    -18%, -25%, -4%
CC(C)CC(=O)Nc1nnc(S(=O)(=O)N(C)Cc2ccc(Cl)cc2)s1
    ., -20%, -8%
O=C(Nc1cccc(F)c1)C1CCN(S(=O)(=O)c2cnc[nH]2)CC1
    0%, 11%, 1%
COc1ccc(-c2nnc(SCc3ccccc3)n2N)cc1
    -9%, ?, 0%
O=C(N/N=C/c1cccc2ccccc12)c1cccs1
    -2%, ?, .
N#Cc1ccsc1NC(=O)COC(=O)c1cc2ccccc2cc1O
    6%, -17%, 3%
COc1ccc(NS(=O)(=O)c2cc(NC(=O)c3ccc(S(=O)(=O)N(C)C)cc3)ccc2N2CCOCC2)cc1
    ., -18%, 2%
CCN(CC)C(=O)c1sc(NC(=O)c2ccoc2C)c(C(=O)OC)c1C
    -3%, 21µM*, 3%
NC(=S)N/N=C/c1ccccc1O
    12%, ?, 9%
Cc1cccc(NC(=O)C(Cc2ccccc2)N2Cc3ccccc3C2=O)c1C (stereo not given)
    ., -6%, 6%
CCOc1ccccc1NC(=O)Cn1c(=O)ccc2cc(S(=O)(=O)N3CCC(C)CC3)ccc21
    ., 26µM*, -1%
CNC(=O)c1c(Cl)cnn1-c1ccc(C)cc1
    -4%, -20%, .

Given with each value named: part of the list above
Structure: O=C(Nc1cccc(F)c1)C1CCN(S(=O)(=O)c2cnc[nH]2)CC1
  N370S GC mod = 0%
  DT40 TDP1 no CPT = 11%
  TDP1 inh = 1%
Structure: COc1ccc(-c2nnc(SCc3ccccc3)n2N)cc1
  N370S GC mod = -9%
  DT40 TDP1 no CPT = ?
  TDP1 inh = 0%
Structure: O=C(N/N=C/c1cccc2ccccc12)c1cccs1
  N370S GC mod = -2%
  DT40 TDP1 no CPT = ?
  TDP1 inh = .
Structure: N#Cc1ccsc1NC(=O)COC(=O)c1cc2ccccc2cc1O
  N370S GC mod = 6%
  DT40 TDP1 no CPT = -17%
  TDP1 inh = 3%

Back to the main list; the two compounds before the break are reprinted first.
Below each compound: N370S GC mod, DT40 TDP1 no CPT, TDP1 inh
CCOc1ccccc1NC(=O)Cn1c(=O)ccc2cc(S(=O)(=O)N3CCC(C)CC3)ccc21
    ., 26µM*, -1%
CNC(=O)c1c(Cl)cnn1-c1ccc(C)cc1
    -4%, -20%, .
Cc1cc(=O)n(CC(=O)O)c2ccccc12
    4%, 5%, -9%
COc1ccc(C(c2sc3nc(C)nn3c2O)N2CCCCC2)cc1 (stereo not given)
    -6%, -14%, 5%
CC(C)NCC(O)COCCOc1ccc(Cl)cc1 (stereo not given)
    2%, ?, .
CC1(C)Cc2noc(N)c2C(C)(C)N1OC(=O)c1ccccc1
    1%, -1%, 3%
COc1cccc(C2C(C#N)=C(N)Oc3c2oc(CO)cc3=O)c1 (stereo not given)
    4%, -19%, 2%
CC1CCN(c2ncnc3c2cnn3-c2ccc(F)cc2)CC1
    ., ?, -5%
O=C(CCCn1c(=S)[nH]c2cc3c(cc2c1=O)OCO3)N1CCN(C2CCCCC2)CC1
    1%, -29%, 0%
O=C(c1ccc2n[nH]nc2c1)N1CCN(c2ccc(C(F)(F)F)cn2)CC1
    ., ?, 0%
Cc1c(CC(=O)N2CCN(C(=O)C3COc4ccccc4O3)CC2)c(=O)oc2cc(O)cc(O)c12 (stereo not given)
    6%, -5%, 4%
O=C(Nc1ccc(F)cc1)C1CCCN(S(=O)(=O)c2ccc3[nH]c(=O)ccc3c2)C1 (stereo not given)
    -4%, ?, .
Cn1c(SCC(=O)Nc2ccccc2F)nc2c(c1=O)SCC2
    -6%, ?, 5%
COc1ccc(-c2cc(C(=O)N3CCN(c4ccccc4)CC3)c3ccccc3n2)cc1
    -1%, 4.6µM*, 4%
COCCCNc1nc2nonc2nc1N(C)CC1CCCN1C (stereo not given)
    -11%, -6%, -12%
COc1ccc(CCNC(=O)c2cc(-c3ccccc3)on2)cc1OC
    -4%, -24%, 2%
CCCc1cc(=O)[nH]c(Nc2ccc(N3CCCCC3)cc2)n1
    6%, ?, 7%
CCCCn1nnnc1SCC(=O)N1CCOCC1
    5%, -7%, 0%
O=C(CN1CCCSc2ccccc21)N1CCN(S(=O)(=O)c2ccccc2)CC1
    2%, -21%, 4%[0.505 µM]
Cc1cc(C)cc(NC(=O)CCCN2C(=O)COc3ccc(C)cc32)c1
    ., ?, -3%
Cc1oc(-c2ccc(Cl)cc2)nc1CS(=O)CC(=O)NCCCN1CCCC(C)C1 (stereo not given)
    -30%, ?, 2%
Fc1ccc(-c2ccc(/C=N\n3cnnc3)o2)cc1Cl
    3%, -11%, -2%
COc1ccc(/C=C2\CCCC(C(=O)C(F)(F)F)=C2O)cc1OC
    9%, ., 6%
O=C(Nc1nnc(S(=O)(=O)N2CCCCC2)s1)c1ccccc1Br
    -12%, ?, 1%
O=C(c1ccc(-n2cccc2)cc1)N1CCN(Cc2ccccc2)CC1
    -16%, ?, 7%
CNc1nc(C)c(C(C)(C)C)s1
    3%, -8%, .
COc1cccc(OCC(O)CNC2CCCC2)c1 (stereo not given)
    1%, -9%, .
CC(/C=N/NC(=O)c1n[nH]c2c1CCC2)=C\c1ccccc1
    -4%, 1.3µM*, 5%
Cc1ccc2nc(SCC(=O)Nc3nonc3C)[nH]c2c1
    -3%, -15%, 5%[0.0935 µM]
COc1ccc(NS(=O)(=O)c2cccc(C(=O)N/N=C/c3ccc4c(c3)OCCO4)c2)cc1
    9%, ?, -3%
Cc1o[nH]c(=O)c1CC[C@H](N)C(=O)O
    -6%, -7%, 1%
COc1ccc(CNC(=O)CCCn2c(=O)c3cccn3c3cccnc32)cc1
    ., ?, 5%

Below each compound: N370S GC mod, DT40 TDP1 no CPT, TDP1 inh
CCCCNC(=O)CSc1nnc(Cc2ccccc2)n1CC
    7%, -10%, 2%
O=C(CN1CCN(c2ccc(O)cc2)CC1)N1CCc2ccccc21
    -10%, -28%, 6%
CCOC(=O)c1cc2c(ccn2C)n1CC(=O)N1CCN(c2ccccc2OC)CC1
    -12%, ., 1%
COc1ccccc1OCCn1c(NC(=O)c2ccccc2Cl)nc2ccccc21
    ., 16µM*, 8%
CN(C(=O)COC(=O)c1ccc[nH]c1=O)C1CCCCC1
    -1%, -3%, 5%
COc1cc2c(C(=O)N(C)c3ccc(F)cc3)cn(C)c(=O)c2cc1OC
    1%, -16%, .
CC1(C)C(=O)C2(CCCC2)C(=O)OC1c1ccco1 (stereo not given)
    8%, -17%, -7%
CCCn1cnc2c(c1=O)c1nc3ccccc3nc1n2Cc1ccccc1OC
    ?, ., 2%
CCOn1c(=O)c(-c2cc(OC)ccc2OC)[n+]([O-])c2ccccc21
    -10%, 15%, .
CCOC(=O)N1CCC(NC(=O)CCc2cn(C)c3ccccc23)CC1
    -15%, -15%, 2%
CC(C)NC(=S)NCc1cccnc1
    2%, -9%, 2%
S=C(Nc1cccnc1)NC1CCCCCCC1
    -7%, -29%, 2%
CC(C)Oc1ccc(S(=O)(=O)N2CCCCC2)cc1NC(=O)C1=COCCO1
    ?, ?, 1%
COc1ccc(OC)c(S(=O)(=O)N2CCN(CC(O)COc3ccc(C#N)cc3)CC2)c1 (stereo not given)
    -5%, 23µM*, 2%
Cc1ccc(S(=O)(=O)N2CCOCC2)cc1C(=O)N1CCc2ccccc21
    ., ?, 1%
Cc1cc(C)nc(NC(=S)Nc2ccccc2)n1
    3%, 1%, -5%
Cc1c(Cc2ccccc2)sc(NC(=O)/C=C/c2cccc3ccccc23)c1C(N)=O
    -11%, 3.3µM*, 0%
COC(=O)COc1ccc(S(=O)(=O)NCCC2=CCCCC2)cc1
    0%, -17%, 6%
O=C(Nc1ccc(S(=O)(=O)N2CCCC2)cc1)c1ccc(CN2CCOCC2)cc1
    -9%, ?, 5%
Cn1c(=O)c2c(SCCN3CCOCC3)nc(C3CCCC3)nc2n(C)c1=O
    -4%, 21µM*, 1%
COc1ccc(NC(=O)CNc2ccccc2N2CCCC2=O)cc1S(=O)(=O)N1CCOCC1
    ., 5%, 1%
CCn1nnc2cc(C(=O)Nc3ccc(C)c(Cl)c3)ccc21
    ., 3%, 0%
O=C(NC1CCCCC1)c1ccc2c(c1)N(Cc1ccc(F)cc1)C(=O)c1ccccc1S2(=O)=O
    ., -13%, 5%
Cc1ccc(NC(=O)Nc2ccc3c(c2)nc(C)n3C)cc1C
    -1%, ., 7%
CC1CCCCN1C(=O)CCC(=O)Nc1nnc(C(F)(F)F)s1 (stereo not given)
    0%, -4%, 5%
CCC(Sc1nc2n[nH]c(C)c2c(=N)n1-c1cccc(Cl)c1)C(=O)NCCOC (stereo not given)
    -29%, 13µM*, 2%
CCSC1=C(C#N)C(c2cccs2)C(C(=O)OC)=C(C)N1 (stereo not given)
    5%, ?, 1%
CCOc1ccc(-n2c(SCc3ccc(C(=O)OC)o3)nc3c([nH]c4ccccc43)c2=O)cc1
    ., ?, 1%
CCCCn1c(SCC(=O)Nc2ccc3c(c2)OCCO3)nnc1C(CC)N(C)C (stereo not given)
    ., -22%, 1%
COC(=O)C(Sc1nc(C)cc(C)c1C#N)c1ccccc1 (stereo not given)
    18%, -13%, -2%

Below each compound: N370S GC mod, DT40 TDP1 no CPT, TDP1 inh
Cn1[nH]c(C(F)(F)F)c(C=NCc2ccc(Cl)cc2)c1=O
    -1%, -11%, 5%
CC(=O)NCCOc1nc(N2CCCCC2)nc(N2CCCCC2)n1
    -6%, 15µM*, 3%
O=C(CCCC1=NS(=O)(=O)c2ccccc2N1)Nc1ccccc1
    3%, -17%, 1%
COc1ccc(-c2nnn(CC(=O)N(C3CCCC3)C(C)C(=O)NC3CCCC3)n2)cc1OC (stereo not given)
    2%, ?, 9%
O=C(O)COc1ccccc1/C=N/NC(=O)CSc1nnc(SCc2ccc(Cl)cc2)s1
    9%, -14%, 4%
C=CCOC(=O)C(=O)/C=C/c1csc2ccccc12
    -13%, ?, 3%
CC(=O)c1ccc(-n2c(-c3cc(-c4ccco4)[nH]n3)n[nH]c2=S)cc1
    -2%, -5%, -6%
Cc1ccc(NC(=O)Nc2ccccc2)c(Br)c1
    4%, ?, -1%
CCOc1ccc(C2=NC(c3ccncc3)=Nc3ccc(C)cc3N2)cc1OCC
    ., 18µM*, 7%
COc1ccc2nc(NC(=O)c3ccccc3-c3ccccc3C(=O)O)sc2c1
    -2%, 7%, 2%
Cc1nc2nc(SCc3ccccc3)nn2c(C)c1C
    ., ?, -1%[56.1 µM]
O=C(Nc1nnc(COc2ccc(Br)cc2)s1)c1ccco1
    4%, 1%, .
CC(NC(=O)/C=C/c1ccccc1)c1ccccc1 (stereo not given)
    -6%, ?, 2%
